# ALOX15B inhib: inhibitors of human 15-lipoxygenase 2 (ALOX15B); actives 0.56% (n = 110,000); AID 881; Potency, µM (series often up to 57.1 µM), inactives show at the top dose activity change, negative = inhibition, most hits filed as inhibitors; purified 15hLO-2, xylenol orange hydroperoxide absorbance; active = well fitted inhibition curve with a large enough effect; inconclusive = small, poorly fitted or top-dose-only effect; inactive = no such curve, though single readings can be large or run the other way; note: nearly all actives have a fitted effect of over 60% in size; many of its hits are not listed in these tables
# Target sequence (O15296 whole entry, looked up): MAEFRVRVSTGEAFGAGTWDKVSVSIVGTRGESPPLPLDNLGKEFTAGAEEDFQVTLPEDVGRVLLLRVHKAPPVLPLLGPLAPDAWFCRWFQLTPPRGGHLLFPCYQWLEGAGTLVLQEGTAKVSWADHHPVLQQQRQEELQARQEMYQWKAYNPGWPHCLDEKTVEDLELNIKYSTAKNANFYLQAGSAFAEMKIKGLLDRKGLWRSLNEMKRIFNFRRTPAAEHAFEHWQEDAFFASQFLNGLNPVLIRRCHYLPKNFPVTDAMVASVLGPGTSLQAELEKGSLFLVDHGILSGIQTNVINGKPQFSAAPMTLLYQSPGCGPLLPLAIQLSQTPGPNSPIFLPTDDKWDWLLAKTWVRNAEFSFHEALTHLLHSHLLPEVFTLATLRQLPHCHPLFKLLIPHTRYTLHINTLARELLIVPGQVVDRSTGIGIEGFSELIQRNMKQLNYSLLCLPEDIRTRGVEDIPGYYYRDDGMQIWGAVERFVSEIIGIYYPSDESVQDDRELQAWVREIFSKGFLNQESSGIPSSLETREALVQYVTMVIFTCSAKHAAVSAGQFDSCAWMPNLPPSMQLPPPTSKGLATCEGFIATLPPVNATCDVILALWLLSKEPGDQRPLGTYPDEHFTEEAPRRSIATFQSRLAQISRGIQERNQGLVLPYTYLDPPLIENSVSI
#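 Enzyme 50 nM, AA 45 uM, 25 mM Hepes pH 7.5 + 0.01% Triton X-100; cpd preinc 15 min RT, rxn 90 min RT; stop/detect with 200 uM XO + 300 uM Fe(II) in 50 mM H2SO4, 30 min; A573/A405.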
# Starred values were filed as active, the others as inactive; ? = inconclusive; [ ] = dose if it differs, or a comment. % is set by controls: 0 for no effect and ±100 for the full control effect; potency is the fitted concentration of half-maximal effect.
SMILES,ALOX15B inhib
CN(Cc1ccco1)c1nc(-c2cccnc2)nc2ccccc12,8.6%
Cc1cnc(CNc2ncnc3ccc(-c4ccc5c(c4)OCO5)cc23)cn1,2.5%
c1cncc(-c2cc(NCc3cccs3)ncn2)c1,?
CCNc1ncc2nc(-c3ccc(F)cc3)c(=O)n(C[C@H]3CCCO3)c2n1,-2.1%
COc1ccc2[nH]cc(CCNc3ccnc(-c4cccnc4)n3)c2c1,9.4%
CN(C)c1ncc2nc(-c3ccccc3)c(=O)n(C[C@H]3CCCO3)c2n1,-1.9%
CC(=O)NCCNc1ncncc1-c1ccc(N(C)C)cc1,-8.0%
Cc1noc(C)c1-c1nccc(N2CCN(C)CC2)n1,16.6%
COc1ccc(CNc2ncncc2-c2ccccc2C(F)(F)F)c(OC)c1,44.5%[activator]
Cc1ccccc1-c1ccc2ncnc(N(C)Cc3ccco3)c2c1,25.2%
CCNc1ncc2nc(C)c(=O)n(Cc3ccc(F)cc3)c2n1,-4.0%
CN(C)C(=O)c1ccc(-c2ccc3ncnc(N(C)C)c3c2)cc1,-5.0%
COc1ccc(-n2c(=O)cnc3cnc(OC)nc32)cc1,-4.2%
CN1CCN(c2ncc3nc(-c4cn(C)c5ccccc45)c(=O)n(CCC#N)c3n2)CC1,-7.7%
COc1ccccc1CNc1nc(-c2ccoc2)nc2ccccc12,4.7%
COc1ccc(Oc2ncc3nc(-c4ccc(OC)cc4)c(=O)n(C)c3n2)cc1,-0.4%
O=c1c(-c2ccc(Cl)cc2)nc2cnc(Nc3ccccc3)nc2n1C1CC1,-6.5%
CN(C)c1ncnc2ccc(-c3cccc(C#N)c3)cc12,10.3%
CN1CCN(c2ncc3nc(-c4cccs4)c(=O)n(Cc4ccc(F)cc4)c3n2)CC1,-8.3%
COCCn1c(=O)c(-c2ccc(Cl)cc2)nc2cnc(N3CCNCC3)nc21,22.7%
Cc1ccccc1-c1nccc(NCCN2CCOCC2)n1,-8.0%
COc1ccc2[nH]cc(CCNc3ncncc3-c3cccnc3)c2c1,-13.3%
COc1ccc(-n2c(=O)c(-c3cc(F)cc(F)c3)nc3cncnc32)cc1,-4.3%
COCCn1c(=O)c(-c2ccc(F)cc2)nc2cnc(Nc3cccc(OC)c3)nc21,-0.3%
COc1ccc(-c2nc3cnc(N4CCN(C)CC4)nc3n(Cc3ccc(F)cc3)c2=O)cc1,-0.8%

# Additional entries
SMILES,ALOX15B inhib
Cc1cccc(CNc2cc(-c3c(C)noc3C)ncn2)c1,-6.6%
COc1cccc(-c2ccc3ncnc(NCCNC(C)=O)c3c2)c1,14.9%
Cn1cc(-c2nc3cnc(N4CCNCC4)nc3n(CCc3ccccc3)c2=O)c2ccccc21,-0.7%
O=c1c(-c2ccccc2)nc2cnc(N3CCNCC3)nc2n1-c1ccccc1,32.0%[activator]
COCCn1c(=O)c(-c2ccccc2)nc2cnc(OC)nc21,-2.8%
Cc1nc2cnc(Nc3ccccc3)nc2n(CCC#N)c1=O,-8.9%
Cc1cnc(CNc2cc(-c3ccccc3Cl)ncn2)cn1,0.5%
COc1cccc(Cn2c(=O)c(-c3ccc(Cl)cc3)nc3cnc(N4CCOCC4)nc32)c1,12.8%
Cn1c(=O)c(-c2ccccc2)nc2cncnc21,-8.4%
N#Cc1cccc(-c2cc(NCc3cccnc3)ncn2)c1,-6.1%
COCCNc1nc(-c2ccccc2Cl)nc2ccccc12,0.3%
CN(C)C(=O)c1ccc(-c2nc(NC3CCNCC3)c3ccccc3n2)cc1,3.4%
COc1cccc(-c2nc(NCc3ccc(OC)cc3OC)c3ccccc3n2)c1,-2.5%
COc1ccc(CNc2ncncc2-c2cccc(NS(C)(=O)=O)c2)c(OC)c1,16.1%
CCNc1ncc2ncc(=O)n(C3CC3)c2n1,19.9%
COc1cccc(Cn2c(=O)c(-c3ccccc3)nc3cnc(OC)nc32)c1,-3.5%
COc1ccc(CNc2nc(-c3ccc(N(C)C)cc3)nc3ccccc23)c(OC)c1,-16.4%
CNc1nc(-c2ccccc2CN(C)C)nc2ccccc12,14.5%
Cn1c(=O)cnc2cnc(OCc3ccccc3)nc21,-5.6%
CN(C)c1ncc2nc(-c3ccccc3)c(=O)n(Cc3cccs3)c2n1,-4.1%
COCCNc1ncnc2ccc(-c3cccc(NS(C)(=O)=O)c3)cc12,2.5%
CNc1nc(-c2cccnc2)nc2ccccc12,-5.2%
O=c1c(-c2ccccc2)nc2cnc(Oc3cccc(Cl)c3)nc2n1C1CC1,-2.6%
O=c1c(-c2cccs2)nc2cnc(Nc3ccccc3)nc2n1C[C@H]1CCCO1,-2.3%
COc1cccc(Cn2c(=O)c(-c3cc(F)cc(F)c3)nc3cnc(N(C)C)nc32)c1,-5.2%

# More results:
SMILES,ALOX15B inhib
COc1cccc(-c2nc(NC3CCNCC3)c3ccccc3n2)c1,49.7%[activator]
COc1ccc(-c2nc3cnc(Nc4ccccc4)nc3n(Cc3cccs3)c2=O)cc1,-4.3%
Cc1cnc(CNc2ccnc(-c3cccnc3)n2)cn1,-10.6%
CC(=O)NCCNc1nc(-c2ccc3c(c2)OCO3)nc2ccccc12,-13.0%
COc1cccc(Cn2c(=O)c(-c3ccc(Cl)cc3)nc3cnc(N4CCNCC4)nc32)c1,42.7%[activator]
N#CCCn1c(=O)c(-c2cc(F)cc(F)c2)nc2cnc(N3CCOCC3)nc21,0.8%
O=c1c(-c2ccccc2)nc2cnc(Nc3ccccc3)nc2n1Cc1cccs1,0.4%
O=c1c(-c2ccccc2)nc2cnc(Oc3ccccc3)nc2n1C[C@H]1CCCO1,-5.0%
COc1ccc(CNc2ccnc(-c3ccccc3Cl)n2)c(OC)c1,35.7%[activator]
CN(Cc1ccco1)c1ccnc(-c2ccccc2C(F)(F)F)n1,0.1%
CCNc1ncc2nc(-c3ccc(Cl)cc3)c(=O)n(Cc3ccc(F)cc3)c2n1,-6.3%
CCNc1ncc2nc(-c3cccs3)c(=O)n(-c3ccccc3)c2n1,-10.9%
Cc1noc(C)c1-c1nc(NCc2cccs2)c2ccccc2n1,-27.9%
CC(=O)NCCNc1ncnc2ccc(-c3c(C)noc3C)cc12,-5.8%
COCCn1c(=O)c(-c2cccc(F)c2)nc2cncnc21,10.4%
Clc1ccccc1-c1ccc2ncnc(N3CCNCC3)c2c1,-1.0%
COc1ncc2nc(-c3cccs3)c(=O)n(CCc3ccccc3)c2n1,5.5%
COc1ccc(-c2nc3cnc(N4CCOCC4)nc3n(-c3ccc(OC)cc3)c2=O)cc1,?
Cc1ccccc1-c1cncnc1NCc1ccccc1,13.2%
Cc1noc(C)c1-c1nc(N(C)Cc2ccco2)c2ccccc2n1,17.1%
CN(C)c1ccc(-c2nccc(Nc3ccc(F)cc3)n2)cc1,23.4%
COc1cccc(-c2nc(NCc3cccs3)c3ccccc3n2)c1,7.5%
CCNc1ncc2nc(-c3ccccc3)c(=O)n(C)c2n1,6.2%
COc1ccccc1-c1cc(NCc2ccccc2)ncn1,-8.2%
O=c1cnc2cnc(N3CCOCC3)nc2n1C1CC1,-9.0%

# Next part.
SMILES,ALOX15B inhib
N#Cc1cccc(-c2ccc3ncnc(NCc4ccccc4)c3c2)c1,-9.7%
CCNc1ncc2nc(-c3cccs3)c(=O)n(C[C@H]3CCCO3)c2n1,-5.9%
COc1ncc2ncc(=O)n(CCc3ccccc3)c2n1,-12.2%
Cn1c(=O)c(-c2ccc(F)c(F)c2)nc2cncnc21,2.4%
CN(C)c1ncc2nc(-c3cc(F)cc(F)c3)c(=O)n(C[C@H]3CCCO3)c2n1,1.7%
CN(C)C(=O)c1ccc(-c2nc(N3CCOCC3)c3ccccc3n2)cc1,-7.8%
N#Cc1cccc(-c2cncnc2NCCc2cnc[nH]2)c1,4.9%
COc1ccccc1CNc1nc(-c2c(C)noc2C)nc2ccccc12,1.1%
CCNc1ncc2nc(-c3ccc(F)cc3)c(=O)n(-c3ccccc3)c2n1,-2.0%
CN(C)C(=O)c1ccc(-c2nccc(Nc3ccc(F)cc3)n2)cc1,-2.9%
COc1cccc(Cn2c(=O)c(C)nc3cnc(N(C)C)nc32)c1,-3.4%
COc1ccc(-c2nc3cnc(N4CCN(C)CC4)nc3n(C)c2=O)cc1,-9.3%
CCNc1ncc2nc(-c3cn(C)c4ccccc34)c(=O)n(Cc3ccc(F)cc3)c2n1,-7.6%
COc1ccccc1CNc1nc(-c2ccc3c(c2)OCO3)nc2ccccc12,5.1%
COCCNc1ncnc2ccc(-c3c(C)noc3C)cc12,6.5%
COc1ccc2[nH]cc(CCNc3ccnc(-c4c(C)noc4C)n3)c2c1,-5.9%
CS(=O)(=O)Nc1cccc(-c2cncnc2Nc2ccccc2)c1,-1.2%
FC(F)(F)c1ccccc1-c1cncnc1NCc1cccs1,4.1%
Cc1nc2cnc(N3CCN(C)CC3)nc2n(C[C@H]2CCCO2)c1=O,6.0%
CS(=O)(=O)Nc1cccc(-c2cc(NCc3cccs3)ncn2)c1,-11.6%
CC(=O)NCCNc1nc(-c2cccnc2)nc2ccccc12,-5.7%
COc1ccc2[nH]cc(CCNc3ncncc3-c3ccccc3C(F)(F)F)c2c1,52.0%[activator]
COc1cccc(Nc2ncc3nc(C)c(=O)n(C4CC4)c3n2)c1,-5.9%
CN(C)c1ccc(-c2nccc(NCc3cccs3)n2)cc1,52.5%[activator]
CS(=O)(=O)Nc1cccc(-c2ccc3ncnc(NC4CC4)c3c2)c1,2.5%

# (cont.)
SMILES,ALOX15B inhib
COCCn1c(=O)c(CCc2ccccc2)nc2cnc(N(C)C)nc21,-2.8%
COc1ccc(Oc2ncc3nc(-c4cn(C)c5ccccc45)c(=O)n(C)c3n2)cc1,4.4%
CN(C)C(=O)c1ccc(-c2ccc3ncnc(Nc4ccc(F)cc4)c3c2)cc1,-4.5%
Cc1ccccc1-c1cc(N(C)C)ncn1,-5.4%
COc1ccccc1CNc1cc(-c2cccnc2)ncn1,-20.1%
COc1cccc(-c2nccc(N(C)Cc3ccco3)n2)c1,-10.5%
COCCn1c(=O)cnc2cnc(Nc3cccc(OC)c3)nc21,-11.7%
c1csc(CNc2ncncc2-c2ccoc2)c1,-6.5%
COc1ccc(CNc2ccnc(-c3ccc4c(c3)OCO4)n2)c(OC)c1,5.6%
COc1cccc(Cn2c(=O)c(-c3cccs3)nc3cnc(N(C)C)nc32)c1,-0.5%
Clc1ccccc1-c1nc(NCCN2CCOCC2)c2ccccc2n1,-19.1%
N#CCCn1c(=O)c(-c2ccccc2)nc2cnc(N3CCOCC3)nc21,13.4%
Cc1cccc(CNc2nc(-c3ccc4c(c3)OCO4)nc3ccccc23)c1,26.7%
Cc1nc2cnc(Nc3ccccc3)nc2n(Cc2ccc(F)cc2)c1=O,13.7%
COc1cccc(Cn2c(=O)c(-c3cc(F)cc(F)c3)nc3cnc(N4CCN(C)CC4)nc32)c1,-0.4%
COc1cccc(-c2cncnc2NC2CCNCC2)c1,1.3%
COc1ccccc1CNc1cc(-c2ccccc2OC)ncn1,36.2%[activator]
CCNc1ncc2ncc(=O)n(CCOC)c2n1,10.5%
CCNc1ncc2nc(C)c(=O)n(-c3ccc(OC)cc3)c2n1,-3.7%
Cc1nc2cnc(N(C)C)nc2n(CCC#N)c1=O,-0.6%

# Three entries out of the list, ordered by molar mass, descending.
SMILES,ALOX15B inhib
COc1cccc(Cn2c(=O)c(-c3cc(F)cc(F)c3)nc3cnc(N4CCN(C)CC4)nc32)c1,-0.4%
Clc1ccccc1-c1nc(NCCN2CCOCC2)c2ccccc2n1,-19.1%
Cc1nc2cnc(Nc3ccccc3)nc2n(Cc2ccc(F)cc2)c1=O,13.7%

# Molecules from the list above with a thiophene ring, fused or not, in the order listed:
SMILES,ALOX15B inhib
c1cncc(-c2cc(NCc3cccs3)ncn2)c1,?
CN1CCN(c2ncc3nc(-c4cccs4)c(=O)n(Cc4ccc(F)cc4)c3n2)CC1,-8.3%
CN(C)c1ncc2nc(-c3ccccc3)c(=O)n(Cc3cccs3)c2n1,-4.1%
O=c1c(-c2cccs2)nc2cnc(Nc3ccccc3)nc2n1C[C@H]1CCCO1,-2.3%
COc1ccc(-c2nc3cnc(Nc4ccccc4)nc3n(Cc3cccs3)c2=O)cc1,-4.3%
O=c1c(-c2ccccc2)nc2cnc(Nc3ccccc3)nc2n1Cc1cccs1,0.4%
CCNc1ncc2nc(-c3cccs3)c(=O)n(-c3ccccc3)c2n1,-10.9%
Cc1noc(C)c1-c1nc(NCc2cccs2)c2ccccc2n1,-27.9%
COc1ncc2nc(-c3cccs3)c(=O)n(CCc3ccccc3)c2n1,5.5%
COc1cccc(-c2nc(NCc3cccs3)c3ccccc3n2)c1,7.5%
CCNc1ncc2nc(-c3cccs3)c(=O)n(C[C@H]3CCCO3)c2n1,-5.9%
FC(F)(F)c1ccccc1-c1cncnc1NCc1cccs1,4.1%
CS(=O)(=O)Nc1cccc(-c2cc(NCc3cccs3)ncn2)c1,-11.6%
CN(C)c1ccc(-c2nccc(NCc3cccs3)n2)cc1,52.5%[activator]
c1csc(CNc2ncncc2-c2ccoc2)c1,-6.5%
COc1cccc(Cn2c(=O)c(-c3cccs3)nc3cnc(N(C)C)nc32)c1,-0.5%

# Bioassay records from PubChem.

# This is a subset; count on the stated rates, not on these rows.
